S100A4 inh HTS: inhibitors of human S100A4 binding to myosin IIA peptide; AID 652163; P26447; S100A4/TAMRA-MyoIIA peptide fluorescence polarization; inhibition, % at 10.7 µM; 0.14% of 360,000 active;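 active = mean inhibition of at least 70% across replicates, with every replicate also reaching that level; inconclusive = mean inhibition reaches 70% but some replicates fall short; inactive = mean inhibition below 70%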
Target sequence (P26447 whole entry, looked up): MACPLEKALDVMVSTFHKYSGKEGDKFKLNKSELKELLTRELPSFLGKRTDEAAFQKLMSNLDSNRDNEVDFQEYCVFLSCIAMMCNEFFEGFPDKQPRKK
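Material: S100A4 monomer protein / Buffer or medium: 50 mM HEPES pH 7.2, 10 mM CaCl2, 100 mM KCl / Times: 5 min incubation before reading / Benchmarks: neutral control DMSO, positive control TFP / Reagent: labelled myosin peptide probe, 5 nM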
XiGFP reactiv: X-chromosome reactivation activator; XiGFP mouse fibroblasts, % GFP-positive cells imaging, 3 d; cells co-treated with 5-aza-dC sensitizer; scaled so ellipticine positive control = 100%; activation, % at 7.58 µM; 0.055% of 360,000 active;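 active = mean normalized replicate activation at least 10% and every replicate at or above 10%; inconclusive = only one of the two criteria met; inactive = mean below 10% and not all replicates reach 10%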;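 also: 0% = median of on-plate neutral control wells and 100% = ellipticine 6 µM median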
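Material: SV40-immortalized XiGFP fibroblast cells, line 68-5-11 | Buffer or medium: DMEM containing 5-aza-dC | Dosing: One concentration, pinned | Times: 3 d treatment, 15 min room-temperature fixation | Controls: Ellipticine 6 µM positive control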
PGC1a acetyl inh: PGC1a acetylation modulation, inhibitor mode; U2OS PGC1a acetylation, AlphaScreen anti-acetyl-lysine; with virally co-expressed GCN5 acetyltransferase; inhibition, % at 15.6 µM; 0.17% of 350,000 active;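 active = every replicate shows inhibition of at least 40%; inconclusive = mean inhibition at least 40% but some replicate below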;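 also: 0% = neutral control wells and 100% = positive control wells; some results beyond the cut were filed as inactive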
Statin myotox sup: suppression of simvastatin myotoxicity; C2C12 myotubes + simvastatin, ATP luminescence, 48 h; scaled: DMSO 0, geranylgeraniol control 100; rescue of ATP level, % at 7.49 µM; 0.78% of 330,000 active; AID 602340;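 active = mean ATP rescue above about 67%, or every replicate alone reaching that limit, limit read from the data, passing the limit was not always enough; inconclusive = no clear call, values can overlap the other calls; inactive = mean under the limit and some replicate under it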;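 also: myotubes were challenged with 10 µM simvastatin during compound exposure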
Cneo AK release: Cryptococcus neoformans lysis via adenylate kinase release; lysis activity, % at 15 µM; C. neoformans lysis, adenylate kinase release luminescence, 4 h; normalised: neutral wells 0, clomiphene wells 100; 0.2% of 360,000 active;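 active = mean lysis activity across replicates of at least 80%, whatever share of replicates individually reach that level; inactive = mean lysis activity below 80%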
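Assay system: log-phase C. neoformans yeast / Quantity: yeast cell density of 5 × 10^6 cells/mL / Medium: fresh YPD growth medium / Compound: single dose / Timing: static 4 h at 37 °C with compound, 1 h detection / Measured by: adenylate kinase release luminescence / Read-out: lysis from increased AK signal / Benchmarks: Clomiphene as positive lysis control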
ERAP1 inh: blocks human ERAP1 aminopeptidase activity | recombinant ERAP1, Leu-AMC fluorescence, 60 min | 0.15% of 340,000 active | inhibition, % at 10.7 µM | Q9NZ08 | AID 652197;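 active = mean replicate inhibition of at least 30%, or all replicates individually reaching that 30% level; inactive = mean below 30% and not every replicate reaching it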;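 also: 0% = neutral control wells and 100% = L-leucinethiol positive control wells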
SIRT5 inh: inhibitors of human sirtuin-5 desuccinylase. Q9NXA8. Purified SirT5, succinyl-peptide AMC, trypsin-coupled fluorescence. inhibition, % at 15 µM. 1.1% of 330,000 active; in the data active = inhibition above about 15%; inconclusive = no clear call, values can overlap the other calls
Target sequence (Q9NXA8 whole entry, looked up): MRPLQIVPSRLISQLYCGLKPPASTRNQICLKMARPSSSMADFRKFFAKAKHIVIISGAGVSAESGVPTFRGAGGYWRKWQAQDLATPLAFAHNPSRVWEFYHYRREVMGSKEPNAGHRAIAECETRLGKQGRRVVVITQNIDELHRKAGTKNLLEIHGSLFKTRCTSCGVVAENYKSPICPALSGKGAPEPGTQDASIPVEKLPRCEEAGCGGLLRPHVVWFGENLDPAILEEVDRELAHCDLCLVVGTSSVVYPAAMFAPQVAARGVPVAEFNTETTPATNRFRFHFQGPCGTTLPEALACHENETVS
LGR2 inh: blocks bursicon-induced cAMP signaling via Drosophila LGR2; HEK293 LGR2, CRE-luciferase, bursicon-stimulated, 4 h; 0.35% of 380,000 active; inhibition, % at 9.99 µM; AID 720647;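 active = drop in luminescence signal, shown as inhibition above about 50% in the replicate tests, limit read from the data, passing the limit was not always enough; inconclusive = probably only some replicates passing the limit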;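 also: agonist challenge used bursicon conditioned medium at about half maximal strength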
* = called active by the depositor; u = inconclusive; x = no result given.

SMILES	S100A4 inh HTS	XiGFP reactiv	PGC1a acetyl inh	Statin myotox sup	Cneo AK release	ERAP1 inh	SIRT5 inh	LGR2 inh
CC(OC(=O)C1CC1C)C(=O)Nc1ccc(Cl)cn1 (stereo unspecified)	-2	0.2	4	-10	-5	2	-1	4
Cc1ccc(S(=O)(=O)N(C)c2ccc(OC(=O)COc3ccccc3)cc2)cc1	-17	-0.1	x	1	0	-1	-3	12
O=C(CSc1nc2ccccc2c(=O)n1-c1ccccc1F)N1CCOCC1	0	0.0	3	5	2	12	-5	-21
CC(=O)OC1C(N2CCCCC2)c2c(ccc(/C=C/C(=O)N3CCCCC3)c2O)OC1(C)C (stereo unspecified)	-2	0.8	2	3	1	-4	2	5
O=C(C1CC(=O)N(c2ccccc2F)C1)N1CCOCC1 (stereo unspecified)	-3	0.0	-4	-3	0	1	0	-18
C[C@@H]1CCCCO[C@H](CN(C)C(=O)Nc2ccc3c(c2)OCO3)[C@H](C)CN([C@H](C)CO)C(=O)c2cc(NC(=O)Nc3ccccc3)ccc2O1	-2	0.1	-6	x	-1	1	4	12
CC(=O)Nc1ccc(NS(=O)(=O)c2ccc(C)cc2)c([N+](=O)[O-])c1	-52	-0.1	x	x	-3	1	x	-8
O=C(CN1C(=O)NC2(CCOc3ccccc32)C1=O)c1cccs1 (stereo unspecified)	-2	0.0	7	x	x	0	2	5
NC(=O)CC(NC(=O)c1ccc(Br)cc1)c1ccc(N2CCC(Br)CC2)c([N+](=O)[O-])c1 (stereo unspecified)	-1	0.0	-3	-1	-1	5	1	-3
CCOc1ccc(C(=O)NCC(=O)OCC(=O)N2CCC(C)CC2)cc1	0	x	-4	11	-1	2	-3	9

The closing four records of the part above open the next one:
SMILES	S100A4 inh HTS	XiGFP reactiv	PGC1a acetyl inh	Statin myotox sup	Cneo AK release	ERAP1 inh	SIRT5 inh	LGR2 inh
CC(=O)Nc1ccc(NS(=O)(=O)c2ccc(C)cc2)c([N+](=O)[O-])c1	-52	-0.1	x	x	-3	1	x	-8
O=C(CN1C(=O)NC2(CCOc3ccccc32)C1=O)c1cccs1 (stereo unspecified)	-2	0.0	7	x	x	0	2	5
NC(=O)CC(NC(=O)c1ccc(Br)cc1)c1ccc(N2CCC(Br)CC2)c([N+](=O)[O-])c1 (stereo unspecified)	-1	0.0	-3	-1	-1	5	1	-3
CCOc1ccc(C(=O)NCC(=O)OCC(=O)N2CCC(C)CC2)cc1	0	x	-4	11	-1	2	-3	9
O=C(Nc1ccccn1)c1ccc(Cl)c(S(=O)(=O)N2CCCCCC2)c1	21	0.3	x	-32	-1	-2	0	-14
Cc1cccc(NC(=O)C2CC(=O)NC(Nc3nc4ccccc4s3)=N2)c1 (stereo unspecified)	-1	1.2	x	x	x	-1	-1	13
CCOc1cc([N+](=O)[O-])cc(/C=C2/NC(=O)N(Cc3ccccc3F)C2=O)c1O	0	0.3	-8	x	x	2	5	11
Cc1ccccc1NC(=O)Cc1nc(COC(=O)c2nc(Cl)ccc2Cl)cs1	-8	0.0	5	5	0	-1	-1	-6
CCCNC(=O)N(CCOC)CC1CCCN(C2Cc3ccccc3C2)C1 (stereo unspecified)	3	-0.1	-9	9	0	-4	-1	-1
O=C(C[C@H]1C=C[C@H](NC(=O)CC2CC2)[C@H](CO)O1)NCc1ccc(-c2ccccc2)cc1	0	-0.4	-10	4	1	-2	3	-2
Cc1ccc(S(=O)(=O)N(C)C[C@H]2OCCCC[C@H](C)Oc3ccc(NC(=O)c4ccncc4)cc3C(=O)N([C@H](C)CO)C[C@H]2C)cc1	-3	0.1	0	x	11	-5	5	9
CCOC(=O)c1ccc(Nc2nc(C)cc(=O)[nH]2)cc1	-12	x	-3	-8	-15	-5	-3	8
Cc1c(NC(=O)C(C)OC(=O)/C=C/c2ccco2)c(=O)n(-c2ccccc2)n1C (stereo unspecified)	-3	-0.1	9	13	1	-1	0	-2
Cc1ccc(NC(=O)c2[nH]cnc2C(=O)NN)cc1	-4	0.0	0	18	0	-1	-3	-30
CC(C)CC#Cc1ccc2c(c1)O[C@@H](CN(C)C(=O)c1ccncc1)[C@H](C)CN([C@@H](C)CO)S2(=O)=O	8	0.0	13	16	0	-1	-2	-27
CC(=O)NC(CC(=O)N(C)Cc1cccc(Cl)c1Cl)c1ccccc1 (stereo unspecified)	-3	-0.1	-3	-3	0	-3	-2	26
CCCC(=O)Nc1nc2ccc(S(N)(=O)=O)cc2s1	0	0.2	10	6	-1	-1	-6	3
CC(C)NC(=O)N(C)C[C@@H]1OCCCC[C@@H](C)Oc2ccc(NC(=O)Nc3ccc4c(c3)OCO4)cc2C(=O)N([C@H](C)CO)C[C@@H]1C	8	-0.7	-2	x	1	2	-1	3
CCN1CCN(C(=O)c2ccc(OC3CCN(CCc4ccccc4)CC3)cc2)[C@@H](C)C1=O	-3	0.0	x	-12	-1	-4	-2	4
CC(=O)N(C(C)=O)S(=O)(=O)c1ccc(N=NN2CCCCC2)cc1	-8	0.8	x	x	-2	2	3	2
Cc1cc(C)c(NC(=O)CN2C(=O)CC(C)S(=O)(=O)c3ccccc32)c(C)c1 (stereo unspecified)	2	0.0	5	-1	-7	-2	0	9
O=C(Nc1ccccc1O)c1ccc2c(c1)C(=O)N(c1ccccc1)C2=O	0	0.0	-8	-8	-4	0	0	-23
COc1ccc(NC(=O)N(C)C[C@H]2Oc3ccc(NC(=O)Nc4ccc(F)cc4)cc3C(=O)N([C@H](C)CO)C[C@H]2C)cc1	-20	-1.0	4	-21	4	-1	-2	-17
Cc1nn(-c2ccccc2)nc1-c1nnc(-c2ccc(C(F)(F)F)cc2)o1	3	0.0	13	x	4	-1	-5	7
COc1ccc(S(=O)(=O)N(C)C[C@@H]2OCCCC[C@@H](C)Oc3ccc(NC(=O)Nc4ccccc4)cc3C(=O)N([C@H](C)CO)C[C@@H]2C)cc1	x	0.2	-5	x	6	x	x	8
O=S(=O)(Nc1ccc(-c2ccc3nncn3n2)cc1)c1cccc(F)c1	-1	0.0	-8	1	-1	2	1	-20
Cn1ccsc1=NC(=O)c1ccc([N+](=O)[O-])o1	-4	0.2	x	22	0	-3	-3	1
Nc1[nH]c(C(=O)c2ccc(Br)cc2)c(-c2ccc(Br)cc2)c1C(=O)NCc1ccc(-c2ccccc2)cc1	-3	-0.1	x	x	x	1	x	6
Cc1cc(NC(=O)CSc2nnc(Nc3ccccc3C)s2)no1	1	0.5	-2	x	x	-1	-1	-5
Cc1ccccc1C(=O)NCC(=O)c1ccccc1	6	-0.1	-13	x	5	3	-1	-53
COc1ccc(CCNC(=O)CCNC(=O)c2ccco2)cc1	3	-0.1	x	-4	0	0	-4	-4
CCCCC[C@H]1CN(CCCC)C(=O)[C@@H]1CC(=O)NCc1ccc(OC)cc1	1	0.2	-8	9	-1	3	4	11
CC(=O)NC[C@@H]1[C@@H](c2ccc(-c3ccccc3F)cc2)[C@@H](CO)N1CCC(F)(F)F	20	-0.1	x	x	x	4	25*	-6
CCN1CCN(C(=O)c2ccc(CNS(=O)(=O)c3cccc(OC)c3)cc2)CC1	7	0.0	x	-11	-2	4	2	-7
O=C(c1cccn2c(=O)c3ccccc3nc12)N1CCN(Cc2ccc3c(c2)OCO3)CC1	x	x	-2	u	-2	x	x	4
O=[N+]([O-])c1cccc(/C=N/Nc2ncc(Br)cn2)c1	7	0.1	1	2	2	4	-8	-73
C[C@H]1CN([C@@H](C)CO)C(=O)c2cccc(NC(=O)Nc3ccc(C(F)(F)F)cc3)c2O[C@H]1CN(C)C(=O)Nc1ccc(F)cc1	-41	-1.2	-13	-10	-18	3	5	13
C=C1C(=O)O[C@H]2C[C@]3(C)C([C@@H](OC(=O)/C(C)=C/C)[C@H]12)[C@](C)(O)CC[C@H]3O (stereo partly specified)	-1	0.0	-22	20	0	-2	-2	4
COC(=O)[C@@]12C[C@@H](CC(=O)NCc3ccccc3)C(=O)N(Cc3ccccc3)C1=CCC(C)(C)C2	4	0.1	x	x	x	0	36*	1
Cc1c(OCC(=O)NC(Cc2c[nH]c3ccc(O)cc23)C(=O)O)ccc2c3c(c(=O)oc12)CCC3 (stereo unspecified)	-21	0.1	-4	-19	4	4	-2	1
C=CCN(c1nc(C)c(Br)c(OC)n1)S(=O)(=O)c1ccc(C)cc1	-11	0.5	-27	10	0	3	-2	10
O=C1C=C(NS(=O)(=O)c2ccccc2)C(=O)c2ccccc21	2	0.2	-3	-5	-1	2	x	1
COc1ccccc1/C=C1\SC(=S)N(CCC(=O)N2CCN(C)CC2)C1=O	-2	0.1	0	-10	0	0	1	-6
CCOC(=O)C1(CCc2ccccc2)CCN(C(=O)[C@@H]2C[C@@H](C)NC(=S)N2)CC1	-4	0.2	-7	5	0	5	-8	-10
O=C(C[C@H]1C[C@H]2c3cc(NS(=O)(=O)c4ccccc4)ccc3O[C@H]2[C@H](CO)O1)N1CCOCC1	-6	0.0	6	-3	1	4	-2	18
Cc1ccc(C(=O)OCC(=O)N2CCCc3ccccc32)cc1C	9	-0.1	-12	-8	1	-4	-3	-23
CCCN(CC(=O)Nc1cc(Cl)ccc1Cl)C(=O)c1ccccn1	-1	0.0	3	9	2	1	-30	4
O=C1N(CN2CCOCC2)c2ccccc2C12OCC(CCl)O2 (stereo unspecified)	-1	0.1	4	10	0	-2	-2	1
C[C@@H]1CN([C@H](C)CO)C(=O)c2cc(-c3cccc(C#N)c3)cnc2O[C@@H]1CN(C)Cc1ccc(F)cc1	0	-1.1	2	13	-2	0	3	-9
CSc1ncccc1C(=O)OCC(=O)NCCc1ccccc1	4	0.0	4	2	-1	-2	2	5
CC(=O)Nc1ccc(-c2csc(NNC(=O)c3ccc(C)cc3)n2)cc1	-2	-0.1	x	x	x	2	1	-65
Cc1ccccc1S(=O)(=O)N1CCCCN2[C@H](C1)[C@H](c1ccc(-c3cccc(F)c3)cc1)[C@@H]2CO	-1	0.6	-12	-3	-3	2	12	11
O=C(CSc1nc2nn(-c3ccccc3)c(=O)c-2c2n1CCCCC2)NCCc1ccccc1	0	-0.1	x	x	x	6	1	-5
CCc1ccccc1NC(=O)Cn1cccc1C1=NC(c2ccccc2)CO1 (stereo unspecified)	x	0.0	-15	x	-3	x	x	-11
(next part)
SMILES	S100A4 inh HTS	XiGFP reactiv	PGC1a acetyl inh	Statin myotox sup	Cneo AK release	ERAP1 inh	SIRT5 inh	LGR2 inh
COCC(=O)N1CC[C@@H]2[C@@H](CO)N(C)c3ccc(-c4cccc(OC)c4)cc3[C@@H]21	x	0.0	11	22	1	x	x	-18
O=C(COc1coc(CN2CCc3ccccc32)cc1=O)N1CCCCC1	0	0.2	x	x	x	3	0	6
O=C(NCc1ccccc1)c1cc(C2COCCN2S(=O)(=O)c2ccccc2)on1 (stereo unspecified)	0	0.0	15	6	-1	1	-1	18
CN1CCN(C(=O)/C(=C\c2cccs2)NC(=O)c2ccccc2)CC1	-3	0.1	35	-25	-2	-3	-3	10

These rows are one share of the data; count on the stated rates, not on these rows.
